# Source: PubChem BioAssay (several laboratories)
# Pf gametocyte = kills late stage P. falciparum gametocytes. P. falciparum stage V gametocytes, ATP luminescence, 24 h. inhibition, % at 10.9 µM. hit rate 0.065% among 150,000;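 active = inhibition above the mean plus 3 SD of compounds within the control limits, set per campaign, cut at about 38% in these data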;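 note: 0% = DMSO wells and 100% = medium only without gametocytes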
# Mcl1-Bid inh = Mcl-1/Bid interaction inhibition | Q07820 | TR-FRET Mcl-1/Bid-Dy647 peptide binding, 1536-well | inhibition, % at 21.7 µM | hit rate 0.97% among 220,000 | AID 1021;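 active = compounds that cut the binding signal by more than half at the single screening dose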;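 note: His-tagged Mcl-1 with europium anti-His antibody binding Bid BH3 peptide; 0% = Mcl-1 plus peptide wells and 100% = peptide-only wells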
# Target sequence (Q07820 whole entry, looked up): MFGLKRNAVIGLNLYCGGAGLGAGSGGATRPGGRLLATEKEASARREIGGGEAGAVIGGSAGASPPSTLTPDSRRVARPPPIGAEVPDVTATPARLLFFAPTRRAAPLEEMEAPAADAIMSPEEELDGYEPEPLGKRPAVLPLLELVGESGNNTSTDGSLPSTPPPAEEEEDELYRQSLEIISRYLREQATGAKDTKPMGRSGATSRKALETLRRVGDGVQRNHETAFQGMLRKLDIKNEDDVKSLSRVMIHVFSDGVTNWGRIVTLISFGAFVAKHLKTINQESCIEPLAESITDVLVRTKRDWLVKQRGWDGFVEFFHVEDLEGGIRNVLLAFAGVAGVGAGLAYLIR
# Rab7 wt GTP bind = modulators of GTP binding to dog Rab7 wildtype GTPase | GST-Rab7 beads, fluorescent GTP binding, flow cytometry; actives lie on both sides; untreated = 100%, excess cold GTP = 0% | GTP binding activity (percent of control), % at 10 µM | hit rate 0.055% among 190,000;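 active = fluorescent GTP binding to Rab7 beads changed by at least 20 points from the 100% baseline, either direction, mostly lower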;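 note: median green fluorescence of bound Bodipy-FL-GTP per Rab7 bead population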
# Avidin fluor = compound fluoresces at 488/530 nm on avidin beads; fluorescence (KMESF) at 10 µM; compound fluorescence 488/530 nm, flow cytometry; stronger effect = higher value; hit rate 0.38% among 220,000; in the data active = fluorescence above about 47; note: inactives centre near 10
# Rab2A wt mod = changes GTP binding to wildtype dog Rab2A, up or down; hit rate 0.19% among 190,000; P61105; GST-Rab2 wt beads, Bodipy-GTP binding, flow cytometry; GTP binding activity, % at 10 µM;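 active = GTP binding activity at least 20 points away from 100%, either lowered or raised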;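 note: 0% = beads with excess unlabeled GTP and 100% = no-compound control corrected for plate trend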
# Rac1 wt GTP bind = alters GTP binding to wildtype human Rac1; GST-Rac1 beads, fluorescent GTP binding, flow cytometry; actives lie on both sides; 0 = cold GTP competed, 100 = untreated; GTP binding activity (% of control), % at 10 µM; hit rate 0.27% among 190,000; P63000; AID 757;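 active = GTP binding activity at least 20 points away from the 100% control level, either lower or higher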
# GSH fluor = compound fluoresces at 488/530 nm on GSH beads. hit rate 0.25% among 190,000. AID 1776. GSH beads flow cytometry, compound fluorescence 488/530 nm; stronger effect = higher value. fluorescence (KMESF) at 10 µM; in the data active = fluorescence above about 89;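 note: glutathione beads carrying GST-tagged Bcl family fusion proteins plus one bare bead set; values are compound well signal with DMSO vehicle wells as background; inactives centre near 16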
# Rac1 mut GTP = human Rac1 activated mutant GTP binding change. hit rate 0.11% among 190,000. P63000. AID 764. GST-Rac1 activated beads, fluorescent GTP binding, flow cytometry; actives lie on both sides; 100% means binding = to untreated wells. percent activity (GTP binding), % at 10 µM;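 active = GTP binding at least 20 percentage points away from the 100% baseline, in either direction, so actives lie on both sides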
# HRas wt GTP bind = modulators of GTP binding to human HRas wildtype; P01112; GST-Ras wt beads, Bodipy-FL-GTP binding, flow cytometry; actives lie on both sides; AID 759; GTP binding activity, % at 10 µM; hit rate 0.14% among 190,000;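 active = GTP binding activity at least 20% away from the 100% baseline, either lowered as inhibitor or raised as activator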;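 note: 0% = unlabeled GTP competition control and 100% = no-compound control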
# Target sequence (P01112 whole entry, looked up): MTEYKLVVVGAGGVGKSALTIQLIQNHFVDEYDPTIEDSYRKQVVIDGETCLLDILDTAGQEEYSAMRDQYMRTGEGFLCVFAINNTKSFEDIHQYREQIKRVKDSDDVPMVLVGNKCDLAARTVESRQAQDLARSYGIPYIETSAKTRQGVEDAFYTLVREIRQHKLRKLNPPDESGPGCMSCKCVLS
# Mcl1-Noxa inh = Mcl-1/Noxa interaction inhibition. TR-FRET Mcl-1/Noxa peptide binding, 2 h. inhibition, % at 21.7 µM. hit rate 1.5% among 220,000. AID 1022;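 active = compounds that cut the protein-peptide binding signal by more than 50% relative to plate controls in a single-dose test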;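 note: His-tagged Mcl-1 with rhodamine Noxa BH3 peptide and terbium anti-His antibody; 0% = Mcl-1 plus Noxa peptide wells and 100% = peptide-only wells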
# Cdc42 wt = changes GTP binding to wildtype human Cdc42. P60953. GST-Cdc42 beads, Bodipy-GTP binding, flow cytometry; actives lie on both sides. percent activity (GTP binding), % at 10 µM. hit rate 0.2% among 190,000;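 active = percent activity GTP binding at least 20 points away from the 100% baseline, either down as inhibitor or up as activator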;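 note: median bead fluorescence of bound Bodipy-FL-GTP at 100 nM; 0% = excess unlabeled GTP control and 100% = no compound control; below 100% means less GTP binding so inhibitor and above means activator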
# Target sequence (P60953 whole entry, looked up): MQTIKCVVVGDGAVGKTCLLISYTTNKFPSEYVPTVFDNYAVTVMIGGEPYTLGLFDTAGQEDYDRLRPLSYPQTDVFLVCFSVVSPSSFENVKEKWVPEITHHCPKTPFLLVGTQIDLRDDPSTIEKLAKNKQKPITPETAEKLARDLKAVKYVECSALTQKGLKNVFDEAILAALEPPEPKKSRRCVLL
# Active calls of the source: *; / = not tested or not shown.
SMILES,Pf gametocyte,Mcl1-Bid inh,Rab7 wt GTP bind,Avidin fluor,Rab2A wt mod,Rac1 wt GTP bind,GSH fluor,Rac1 mut GTP,HRas wt GTP bind,Mcl1-Noxa inh,Cdc42 wt
CCCOC(=O)C1=C(C)NC2=C(C(=O)CCC2)C1c1cccs1 (stereo not given),0,-25,100,5,98,99,16,97,98,9,98
Cc1cc2cc(CNC(=O)c3cccc([N+](=O)[O-])c3)ccc2n1C,/,-11,101,7,99,103,16,97,101,-5,99
CC(C)(C)c1ccc(-c2nnc(SCC(=O)NC3CCS(=O)(=O)C3)n2N)cc1 (stereo not given),-4,-37,94,24,95,98,23,97,95,-3,97
Cc1nc2ncnn2c(C)c1CCC(=O)NCCc1ccccc1,/,-4,102,35,102,106,18,100,103,-15,105
O=C(CCS(=O)(=O)c1cc(Br)cc2c1N(C(=O)C1CC1)CC2)NCC1CCCO1 (stereo not given),/,-21,98,4,98,104,42,101,101,-2,102
CCC(=O)NC(=S)NNC(=O)c1ccc(NC(=O)c2ccccc2)cc1,12,-40,105,7,98,95,23,94,95,-29,94
N=C1C(c2nc(-c3ccc(Br)cc3)cs2)=C(O)CN1NC(=O)c1ccc([N+](=O)[O-])cc1,/,27,108,9,104,101,14,96,101,49,98
Cc1cc(C)c(S(=O)(=O)N2CCOC2CNC(=O)C(=O)NCCc2c[nH]c3ccccc23)c(C)c1 (stereo not given),/,-12,95,7,97,101,19,97,99,7,99
CC1(C)C([N+](=O)[O-])C(c2ccc(Cl)cc2)NC(c2ccc(Cl)cc2)C1[N+](=O)[O-] (stereo not given),-9,-16,102,11,102,106,19,98,101,15,107
COC(=O)c1ccc(CN2CCN(CC=C(C)C)C(CCO)C2)cc1 (stereo not given),/,1,96,10,99,103,11,100,100,-11,103
CCc1cc(-c2n[nH]c(=S)n2C(C)c2ccccc2)cs1 (stereo not given),/,-25,103,11,100,105,35,99,101,13,104
CN1CCN(c2cc(C(F)(F)F)nc(-c3ccccn3)n2)CC1,3,-29,96,9,98,97,15,93,95,7,95

# Structures listed so far with two or more sulfur atoms:
SMILES,Pf gametocyte,Mcl1-Bid inh,Rab7 wt GTP bind,Avidin fluor,Rab2A wt mod,Rac1 wt GTP bind,GSH fluor,Rac1 mut GTP,HRas wt GTP bind,Mcl1-Noxa inh,Cdc42 wt
CC(C)(C)c1ccc(-c2nnc(SCC(=O)NC3CCS(=O)(=O)C3)n2N)cc1 (stereo not given),-4,-37,94,24,95,98,23,97,95,-3,97
CCc1cc(-c2n[nH]c(=S)n2C(C)c2ccccc2)cs1 (stereo not given),/,-25,103,11,100,105,35,99,101,13,104

# Entries listed so far that have a halogen, in the order listed:
SMILES,Pf gametocyte,Mcl1-Bid inh,Rab7 wt GTP bind,Avidin fluor,Rab2A wt mod,Rac1 wt GTP bind,GSH fluor,Rac1 mut GTP,HRas wt GTP bind,Mcl1-Noxa inh,Cdc42 wt
O=C(CCS(=O)(=O)c1cc(Br)cc2c1N(C(=O)C1CC1)CC2)NCC1CCCO1 (stereo not given),/,-21,98,4,98,104,42,101,101,-2,102
N=C1C(c2nc(-c3ccc(Br)cc3)cs2)=C(O)CN1NC(=O)c1ccc([N+](=O)[O-])cc1,/,27,108,9,104,101,14,96,101,49,98
CC1(C)C([N+](=O)[O-])C(c2ccc(Cl)cc2)NC(c2ccc(Cl)cc2)C1[N+](=O)[O-] (stereo not given),-9,-16,102,11,102,106,19,98,101,15,107
CN1CCN(c2cc(C(F)(F)F)nc(-c3ccccn3)n2)CC1,3,-29,96,9,98,97,15,93,95,7,95

# Carrying on.
SMILES,Pf gametocyte,Mcl1-Bid inh,Rab7 wt GTP bind,Avidin fluor,Rab2A wt mod,Rac1 wt GTP bind,GSH fluor,Rac1 mut GTP,HRas wt GTP bind,Mcl1-Noxa inh,Cdc42 wt
OC1C2CN3CCN(C2)CC1(Cc1ccccc1)C3 (stereo not given),/,-23,102,30,103,102,22,100,102,7,99
COC(=O)c1cc2c(s1)-c1ccccc1CC2,-45,-4,98,11,98,101,35,98,100,6,100
CCOC(=O)c1c(C)n(C)c2ccc(OCCN(C)C)cc12,/,-17,98,37,95,101,26,97,98,50,99
CC1CCC(NC(=O)C2c3ccccc3C(=O)N2Cc2cccs2)CC1 (stereo not given),/,1,97,16,98,99,20,97,96,21,101
O=C(Nc1ccc(Cl)cc1)NC1CCCCC1,/,-3,97,9,100,104,9,99,98,-8,102
Cc1nn(Cc2ccccc2)c(Cl)c1C(=O)NCCc1ccc(Cl)cc1,/,-8,98,10,99,101,10,100,98,0,100
O=C(CO/N=C/c1ccccc1OC(F)F)N1CCc2ccccc21,-18,-16,96,10,94,100,12,96,97,7,98
COc1cc(C(=O)NCC(C)C)cc(OC)c1OC,20,-25,99,8,99,100,41,98,99,-7,98
CCOc1ccc(C2NC(=O)C(C#N)=C(S)N2c2cccc(C)c2)cc1OC (stereo not given),-16,-48,104,12,98,98,13,94,97,22,96
COc1ccc(N2CCN(C(CNC(=O)c3cccc(Cl)c3)c3cccnc3)CC2)cc1 (stereo not given),/,-19,103,12,103,107,15,103,103,6,104
C=CCOc1ccc(C2OC34CCCCC3C(C#N)(C#N)C2(C#N)C(=N)O4)cc1 (stereo not given),/,-87,99,4,98,105,26,100,101,-4,103
CCCCC(CC)CNC(=O)CN(C)S(=O)(=O)c1cccc2nsnc12 (stereo not given),/,3,105,31,102,108,23,99,102,7,105
O=C(CN1C(=O)c2ccccc2S1(=O)=O)N1CCN(Cc2ccc3c(c2)OCO3)CC1,/,-12,103,11,103,104,6,97,102,13,101
COc1cccc(Nc2n[nH]c(=S)s2)c1,-26,-40,98,14,98,99,11,99,98,15,101
Cc1noc(C)c1COc1ccc(CC(=O)NCc2ccccc2)cc1,12,-20,93,11,90,94,17,91,92,3,92
CC1CCN(c2cc(N(C)CCO)c([N+](=O)[O-])c3nonc23)CC1,1,-29,102,10,99,100,14,98,101,6,99
CCOC(=O)C(NCCc1ccccc1F)(NC(C)=O)C(F)(F)F (stereo not given),16,-10,101,6,101,109,10,101,103,1,104
CCn1c(SCC(=O)NC(C)(C)C)nc(O)cc1=O,/,-114,100,17,100,106,10,103,102,12,104
CSCCC(NC(=O)c1ccc([N+](=O)[O-])cc1Cl)C(=O)OCC(=O)NCCCc1ccccc1 (stereo not given),-3,-63,104,8,99,100,10,100,101,9,100
CCCCNC(=O)c1ccc(-n2c(=S)[nH]c3ccccc3c2=O)cc1,3,-43,97,16,98,97,14,96,98,-4,97
CSCCC(NC(=O)c1ccc([N+](=O)[O-])cc1Cl)C(=O)OCC(=O)NCC(F)(F)F (stereo not given),-24,-25,98,11,102,105,11,99,102,-1,104
CN(CC(=O)Nc1ccc(Cl)c(C(F)(F)F)c1)Cc1cc(=O)n2ccsc2n1,1,-8,105,11,99,96,15,95,99,3,95
COc1ccc(Nc2nc(S(=O)(=O)c3ccc(C)cc3)c(Cl)s2)cc1,-15,-11,96,11,96,98,10,98,94,18,102
N#CC(C#N)C(c1ccsc1)c1c(-c2ccccc2)[nH][nH]c1=O (stereo not given),1,-45,99,6,97,104,4,99,100,-12,103

# Single entries from above:
# CSCCC(NC(=O)c1ccc([N+](=O)[O-])cc1Cl)C(=O)OCC(=O)NCCCc1ccccc1 (stereo not given) @ Rab2A wt mod: 99
# Cc1noc(C)c1COc1ccc(CC(=O)NCc2ccccc2)cc1 @ Cdc42 wt: 92
# N#CC(C#N)C(c1ccsc1)c1c(-c2ccccc2)[nH][nH]c1=O (stereo not given) @ Rac1 mut GTP: 99
# CSCCC(NC(=O)c1ccc([N+](=O)[O-])cc1Cl)C(=O)OCC(=O)NCC(F)(F)F (stereo not given) @ Avidin fluor: 11

# The list goes on:
SMILES,Pf gametocyte,Mcl1-Bid inh,Rab7 wt GTP bind,Avidin fluor,Rab2A wt mod,Rac1 wt GTP bind,GSH fluor,Rac1 mut GTP,HRas wt GTP bind,Mcl1-Noxa inh,Cdc42 wt
COc1ccc(OC)c(NC(=O)[C@H]2CC=CC[C@H]2C(=O)O)c1,8,-35,103,14,99,99,22,99,103,2,100
CCn1c(SCC(=O)NCc2ccccc2)nnc1-c1cccnc1,1,-22,106,10,102,101,13,98,103,6,99
CCOc1cc2c(cc1OCC)C(c1ccc(OC)c(OC)c1)N(c1ccc(C(=O)O)cc1)C(=O)C2 (stereo not given),/,-11,94,11,95,98,15,96,95,19,94
C=CCN(c1ccc(Cl)cc1)S(=O)(=O)c1cccc(C(=O)OCC(=O)N(C)C)c1,-16,-34,107,13,99,100,24,98,101,7,97
C/C(=C\C=C\c1ccccc1)C(=O)c1c(C)cc(C)[nH]c1=O,-10,1,97,5,94,98,20,94,95,-5,94
Cc1ccn2cc(-c3cccc([N+](=O)[O-])c3)nc2c1,-7,-31,94,9,94,96,10,94,95,21,93
Cc1ccc(NC(=S)NNC(=O)c2nn(C)cc2Cl)cc1,/,-200,99,15,97,106,12,98,100,-68,101
Cc1cc(C)nc(NS(=O)(=O)c2ccc(NC(=O)Cc3ccccc3)cc2)n1,-28,-17,103,6,98,99,15,95,96,8,92
Cc1ccc(F)cc1NC(=O)C1CC(=O)N(CCc2ccccc2)C1 (stereo not given),3,-13,94,15,98,101,16,97,99,14,99
Cc1cnnc2c1-c1nonc1CC2,16,-14,/,3,/,/,43,/,90,18,87
O=C(Cc1ccc(-c2ccccc2)cc1)NC(c1ccccc1)c1ccccc1,36,7,99,10,100,104,10,101,101,6,101
Cc1cc(C)c(S(=O)(=O)N(CC(=O)O)C2CCCCC2)c(C)c1,/,-4,98,5,100,100,36,96,100,-3,96
CC(C)CCC(O)(CCC(C)C)C(=O)NNc1ccccc1,/,-4,95,5,97,102,24,99,99,-4,101
CC(=O)c1ccc(NC(=O)N2C3CCC2CC(O)(c2cccnc2)C3)cc1 (stereo not given),12,-17,106,5,101,100,19,97,101,-1,99
CCCn1cnc2c(=O)oc3ccccc3c21,/,-8,100,5,97,103,11,98,101,-8,98
O=C(NCc1ccc(F)cc1)C(=O)NCC(c1ccco1)N1CCOCC1 (stereo not given),18,-8,105,10,101,101,14,98,100,8,101
Cc1cc(N2CCN(C)CC2)nc2ccc(NC(=O)c3ccc4c(c3)OCO4)cc12,19,-34,104,12,101,99,12,101,101,18,103
COc1ccccc1-c1nnc(NC(=O)OCC(C)C)s1,7,9,102,26,103,100,11,100,102,-9,103
Cc1nn(CC(=O)Nc2ccc(Cl)c(S(=O)(=O)N(C)C)c2)c(C)c1[N+](=O)[O-],/,-4,98,12,98,98,13,96,96,9,97
COCCNC(=O)c1cnn2c(C(F)F)cc(-c3ccccc3)nc12,17,-20,98,11,87,79*,17,88,90,14,83
C=CCn1c(SCC(=O)c2cccs2)nc2sc(C)cc2c1=O,16,1,92,11,91,89,34,91,95,/,95
